# ASAP1 inh – inhibitors of human ASAP1 ArfGAP activity, primary screen, biochemical, fluorescence polarization; AID 624377, 2012; Arf-GAP with SH3 domain, ANK repeat and PH domain-containing protein 1 (Homo sapiens), …; inhibition, % at 16.5 µM; ASAP1-stimulated ARF1 GTP hydrolysis, GDP FP detection; 360,000 tested, 0.19% active; in the data active = inhibition above about 25%;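 also: 0% = vehicle with enzyme and substrate and 100% = no enzyme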
# proKLK7 act – proKLK7 zymogen activators, primary screen, biochemical, fluorescence intensity | 370,000 tested, 0.9% active | activation, % at 7 µM | purified proKLK7, EDANS-DABCYL substrate fluorescence; 100% is mature enzyme control, 0% vehicle | Kallikrein-7 (Homo sapiens), P49862;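 active = activation above the mean of all tested compounds plus 3 SD, computed per campaign excluding outliers beyond control limits, cut at about 13% in these data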
# DDE Tn7 FP inh – inhibitors of Tn7 peptide binding to fibrin DD(E), primary screen, biochemical, fluorescence polarization, human fibrin, Tn7 probe; 370,000 tested, 0.13% active; Fibrinogen beta chain (Homo sapiens), P02675; FP displacement of FITC-Tn7 peptide from fibrin DD(E); 0% = median of compound wells per plate; inhibition, % at 8.3 µM;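 active = inhibition above the mean of compounds falling within the control limits plus 3 SD of them, cut at about 14% in these data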;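 also: 0% = plate median of compound wells and 100% = 10 µM Aha-Tn7 peptide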
# Target sequence (P02675 whole entry, looked up): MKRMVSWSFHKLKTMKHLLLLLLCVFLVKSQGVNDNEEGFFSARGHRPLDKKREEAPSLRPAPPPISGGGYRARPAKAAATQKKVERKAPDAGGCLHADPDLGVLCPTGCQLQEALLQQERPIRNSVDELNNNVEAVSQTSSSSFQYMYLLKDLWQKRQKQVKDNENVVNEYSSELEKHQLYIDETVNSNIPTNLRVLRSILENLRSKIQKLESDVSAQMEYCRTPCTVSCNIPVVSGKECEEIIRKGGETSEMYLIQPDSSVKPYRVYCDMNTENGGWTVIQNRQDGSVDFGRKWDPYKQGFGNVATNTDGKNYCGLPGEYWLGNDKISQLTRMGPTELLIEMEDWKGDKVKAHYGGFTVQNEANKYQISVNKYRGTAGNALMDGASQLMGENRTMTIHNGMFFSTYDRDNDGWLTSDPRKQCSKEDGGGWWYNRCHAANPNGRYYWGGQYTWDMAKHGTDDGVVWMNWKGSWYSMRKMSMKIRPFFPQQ
#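 Measure: % inhibition scaled between sample-field median and high-control FP; Test system: human fibrin DD(E); Quantity: 2 µM final DD(E) protein; Doses: one dose, 8.3 µM nominal; Schedule: compound with protein 10 min, then 3 h after probe, room temperature; Detection: fluorescence polarization; Medium: Tris buffer with calcium and detergent, pH 7.8.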
# DDE Tn6 FP inh – inhibitors of Tn6 peptide binding to fibrin DD(E), primary screen, biochemical, fluorescence polarization, human fibrin, Tn6 probe. Fibrinogen beta chain (Homo sapiens), P02675. Fibrin DD(E) TRITC-Tn6 fluorescence polarization displacement. inhibition, % at 8.3 µM. 370,000 tested, 0.21% active;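 active = inhibition above a per-campaign cutoff: mean of compounds within control limits plus 3 SD, cut at about 15% in these data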;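 also: 0% = median of all compound wells on the plate and 100% = blocking peptide control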
# UHRF1 MBD2 ctr – UHRF1 methylated DNA binding inhibitors, primary screen, counter-screen for MBD2 inhibitor project, biochemical, TR-FRET, human UHRF1, single concentration | E3 ubiquitin-protein ligase UHRF1 (Homo sapiens), Q96T88 | UHRF1 binding to methylated oligo | inhibition, % at 4.4 µM | 370,000 tested, 0.75% active; in the data active = inhibition above about 21%;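 also: UHRF1 SRA domain binding a hemimethylated CpG hairpin DNA probe; 0% = median of test compound wells and 100% = reference inhibitor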
# MBD2 inh – inhibitors of MBD2 binding to methylated DNA, primary screen, biochemical, TR-FRET, DNA-binding domain, human; inhibition, % at 4.4 µM; MBD2 binding to methylated oligonucleotide; 370,000 tested, 0.31% active; in the data active = inhibition above about 13%
# Target sequence (Q9UBB5 whole entry, looked up, the tested form may be a part): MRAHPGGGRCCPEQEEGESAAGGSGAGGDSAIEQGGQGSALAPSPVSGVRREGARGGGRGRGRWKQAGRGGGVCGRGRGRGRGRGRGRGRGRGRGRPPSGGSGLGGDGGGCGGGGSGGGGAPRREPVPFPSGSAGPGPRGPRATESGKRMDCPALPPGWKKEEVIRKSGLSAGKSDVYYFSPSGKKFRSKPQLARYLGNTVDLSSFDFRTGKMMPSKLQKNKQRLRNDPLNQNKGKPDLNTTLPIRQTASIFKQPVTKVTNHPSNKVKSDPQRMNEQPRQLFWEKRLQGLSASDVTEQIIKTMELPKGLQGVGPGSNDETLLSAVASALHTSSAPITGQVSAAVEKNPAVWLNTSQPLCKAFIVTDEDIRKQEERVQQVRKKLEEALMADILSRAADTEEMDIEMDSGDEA
# ADAM17 inh – ADAM17 inhibitors, primary screen, biochemical, QFRET | inhibition, % at 6.95 µM | recombinant ADAM17, EDANS/DABCYL FRET peptide cleavage | 370,000 tested, 0.83% active | Disintegrin and metalloproteinase domain-containing protein 17 (Homo sapiens), P78536;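 active = inhibition above the mean of compounds lying between control limits plus 3 SD, set per campaign, cut at about 8.5% in these data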;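 also: 0% = DMSO-only wells as the low control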
# PLC-beta3 inh – human PLC-beta3 inhibitors, primary screen, biochemical, fluorescence. Purified PLC-beta3, fluorogenic substrate. 1-phosphatidylinositol 4,5-bisphosphate phosphodiesterase beta-3 (Homo sapiens), Q01970. 370,000 tested, 0.18% active. inhibition, % at 12.2 µM. AID 720704, 2013; in the data active = inhibition above about 11%;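 also: 0% = median of compound wells on plate and 100% = full blocker control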
# PLCg1 inh – PLC-gamma1 enzyme inhibitors, primary screen, biochemical, fluorescence, purified enzyme. 1-phosphatidylinositol 4,5-bisphosphate phosphodiesterase gamma-1 (Homo sapiens), P19174. fluorogenic substrate. inhibition, % at 12.2 µM. 370,000 tested, 0.84% active; in the data active = inhibition above about 9.5%
# ARFGAP1 inh – inhibitors of rat ARFGAP1 GAP activity, primary screen, biochemical, fluorescence polarization, GDP tracer | Arfgap1-stimulated ARF1 GTP hydrolysis, GDP FP detection | 360,000 tested, 0.26% active | ADP-ribosylation factor GTPase-activating protein 1 (Rattus norvegicus), Q62848 | inhibition, % at 16.5 µM | AID 651572, 2012;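 active = inhibition above a per-plate limit, mean inhibition of low control wells plus 3 SD, cut at about 25% in these data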;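 also: 0% = DMSO wells with enzyme and 100% = wells lacking Arfgap1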
# Target sequence (Q62848 1-136 limits assumed): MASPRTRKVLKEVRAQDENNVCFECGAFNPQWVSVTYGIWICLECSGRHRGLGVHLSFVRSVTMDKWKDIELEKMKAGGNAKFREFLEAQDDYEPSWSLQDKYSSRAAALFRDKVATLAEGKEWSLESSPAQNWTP
#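 Replicates: Single well per compound | Assay system: Truncated rat Arfgap1 GAP domain | Control set: No-Arfgap1 wells (100%) versus DMSO full-reaction wells (0%) | Times: Enzyme reaction 120 min at 25 °C after 20 min preincubation | Reagent: Human ARF1(Δ1-17)-GTP substrate | Measured by: Tracer-displacement fluorescence polarization with EDTA stop, 620/688 nm | Measure: Percent inhibition of Arfgap1-stimulated GTP hydrolysis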
# An asterisk follows results filed as active; nt = not tested or not shown. Outcome played no part in choosing rows. Share with any hit: about 4.1%.
# Values run as follows: ASAP1 inh	proKLK7 act	DDE Tn7 FP inh	DDE Tn6 FP inh	UHRF1 MBD2 ctr	MBD2 inh	ADAM17 inh	PLC-beta3 inh	PLCg1 inh	ARFGAP1 inh
CC(=O)Oc1ccc(CCC(C)OC(C)=O)cc1 (stereo unspecified)
 : 4	-0.1	-2	3	-1	-2	-1	5	3	-5
C=CCN(Cc1ccc2c(c1)OCO2)C(C#CC1CC1)C(C)C (stereo unspecified)
 : nt	-0.1	-7	-3	0	1	-4	0	1	nt
CC(C)(C)OC(=O)NCCc1nnc(SCc2cccc(Cl)c2)o1
 : 6	-0.1	2	0	-2	0	4	-3	5	-1
COC(=O)/C=C(\Oc1ccccc1)C1(O)CCCCC1
 : -5	0.7	0	-2	1	3	-5	-7	-1	0
CCOC(=O)C1(Cc2ccccc2)CCN(Cc2ccccc2OC)CC1
 : nt	-0.2	-3	-1	2	-1	2	5	1	nt
CC1CCC2(CC1)CCN(CCCOC(=O)NCc1ccc(Cl)cc1)C2=O (stereo unspecified)
 : nt	0.6	7	6	-1	-3	5	1	1	nt
Cn1c(C(=O)N[C@@H](Cc2ccccc2)C(=O)NCCC(=O)O)cc2cc(Cl)ccc21
 : -2	-0.2	-4	0	0	-4	-1	-7	0	-8
CC(C)CC1NC(=O)N(CC(=O)Nc2ccc(-c3ccccc3)cc2)C1=O (stereo unspecified)
 : -12	0.5	1	-2	0	1	-1	-2	-5	7
Cc1ccc(C(C)C)c(OCCN(C)C)c1
 : -4	0.5	8	6	-1	-7	-1	3	2	0
Brc1cc2[nH]cnc2c2ccccc12
 : 3	0.6	10	-8	-6	-8	4	-11	-4	9
O=[N+]([O-])c1cc(F)c2cccnc2c1O
 : 12	0.7	1	1	-8	-12	-1	-3	3	1
O=C(OC(C(=O)NCc1cccs1)c1ccccc1Cl)c1ccco1 (stereo unspecified)
 : 3	-0.1	-5	6	0	-2	-2	-5	2	16
Cc1cccc2cc(COC(=O)c3cccnc3)c(=O)[nH]c12
 : -11	-0.2	-1	2	-1	0	-7	0	-2	1
COc1cc([N+](=O)[O-])cc2sc(NC(=O)C(C)(C)C)nc12
 : 9	-0.7	-6	-8	-1	5	-4	-2	1	5
CCC(C)NC(=O)CSc1nc2scc(-c3ccccc3)c2c(=O)[nH]1 (stereo unspecified)
 : -13	-0.1	0	5	-1	0	1	-4	-1	-9
CCOC(=O)C1CCN(Cc2cc(=O)oc3cc(C)c(Cl)cc23)CC1
 : -2	0.3	-2	-7	2	0	-2	-16	-5	1
COc1ccc(C(C)NC(=O)Cc2ccc(Br)cc2)cc1 (stereo unspecified)
 : 11	1.0	1	3	-4	-2	-2	3	0	0
CCc1ccc(C(=O)OCC(=O)NC2CCCC2)cc1
 : -3	0.0	3	5	-2	2	-2	-7	1	6
CCOC(=O)C1=C(c2ccccc2)N=C2SCC(=O)N2C1c1ccc2c(c1)OCO2 (stereo unspecified)
 : 5	0.6	2	-4	1	4	-3	0	0	1
CCC(CO)Nc1ccc(-c2n[nH]c(=O)c3ccccc23)cc1[N+](=O)[O-] (stereo unspecified)
 : 4	0.8	-2	-6	-13	-15	-3	-2	4	-4
O=C(Cn1cnc2c(oc3ccccc32)c1=O)N1CCCc2ccccc21
 : -3	0.1	7	-10	3	8	-1	-1	-4	0
O=C(NCCCN1CCCC1=O)c1ccc(S(=O)(=O)Nc2cccc(C(F)(F)F)c2)cc1
 : 8	0.3	5	2	1	4	-2	-7	-2	13
COc1ccc(C(=O)NC2CCN(CC(=O)NCc3ccccc3)CC2)cc1
 : -18	-0.5	3	7	2	1	-5	-4	2	-15
CC(C)(C)Cc1nnc(NC(=O)c2ccco2)s1
 : -12	0.3	-4	-3	1	0	0	-4	-1	2
COc1ccc(/C(O)=C2/C(=O)C(=O)N(CCCC(=O)O)C2c2ccc(OC)c(OC)c2)cc1 (stereo unspecified)
 : 4	-0.5	-2	4	-4	-7	-1	5	0	-5
COc1ccc(C2CC(c3ccccc3)=NN2C(=O)CSc2ncn[nH]2)cc1 (stereo unspecified)
 : 10	-0.3	1	-2	2	6	-3	-1	6	12
O=C(Nc1ccc(Cl)c(C(F)(F)F)c1)C1Cc2c(-c3ccccc3)ccnc2O1 (stereo unspecified)
 : -2	0.0	8	-1	0	-1	5	-1	-3	15
CC(C)(C)OC(=O)[C@H](Cc1ccccc1)NC(=O)c1nc[nH]c1C(=O)NC1CCN(C(=O)OC(C)(C)C)CC1
 : 12	0.6	-6	1	-6	-6	11*	5	2	3
COc1cc(S(=O)(=O)Nc2ccc3nc(C)sc3c2)ccc1NC(C)=O
 : 13	-0.8	9	7	-3	2	-4	-36	-20	-4
Cc1ccc(C)c([N+](=O)[O-])c1
 : -1	0.1	5	3	0	3	-4	-3	-3	1
C[C@H](CO)N1C[C@H](C)[C@@H](CN(C)S(=O)(=O)c2ccccc2)Oc2ccc(NS(=O)(=O)c3cccs3)cc2C1=O
 : 7	-0.1	9	6	1	1	-1	-1	1	-1
CC(=O)Nc1ccc2c(c1)ncn2-c1ccc(C)cc1
 : 6	-0.3	5	4	3	-4	2	-4	5	-17
CCOC(=O)C1CCCN(CCC(=O)Nc2c(C(=O)OC)[nH]c3cc(OC)ccc23)C1 (stereo unspecified)
 : -10	-0.9	1	13	0	-1	-2	0	1	-1
C/C(=N\NC(=O)c1nnn(-c2nonc2N)c1CN1CCOCC1)c1ccc(CC(C)C)cc1
 : -3	0.4	2	-5	2	3	-7	-8	1	6
CCOC(=O)c1cc[nH]c1C
 : 12	-0.1	2	-4	1	1	-2	2	0	-5
CCN(CCn1cccn1)C(=O)CCc1nnc(Cc2c[nH]c3ccccc23)o1
 : 5	1.0	1	-7	-1	0	-4	0	-1	-5
CC/C(=N\NC(=O)c1cc(C)nc2ccccc12)c1ccc(C)s1
 : 9	0.2	-12	5	1	-2	4	0	1	1
CCCn1c(SCC(=O)Nc2ccc(Cl)cc2F)nc(O)cc1=O
 : 8	-0.3	12	8	-2	-10	-1	-3	0	-8
CC(C)(Oc1ccc(F)cc1)C(=O)OCC(=O)c1ccc(S(C)(=O)=O)cc1
 : -9	-0.2	0	-2	-1	36*	-1	-2	0	-11
O=C(COC(=O)c1ccc[n+]([O-])c1)Nc1cc([N+](=O)[O-])ccc1Cl
 : -3	0.1	-2	-4	-1	-2	3	1	2	14
CCOc1cc(/C=N/NC(=O)CN2CCCCC2)ccc1OCc1cccc(Cl)c1
 : -6	0.3	2	12	-1	-5	-2	-1	0	0
Cc1ccc(NC(=O)CN2C(=O)NC3(CCCCC3C)C2=O)cc1S(=O)(=O)N1CCOCC1 (stereo unspecified)
 : -4	-0.1	-8	-8	1	1	1	7	3	4
O=C(Nc1ccc(N2CCCCC2)cc1)c1cccnc1Cl
 : -6	-0.5	1	-1	-2	-1	-2	3	-1	-1
CCc1nnc(NC(=O)C2CC(=O)N(CCc3ccc(F)cc3)C2)s1 (stereo unspecified)
 : -3	0.6	1	-7	0	-4	3	-5	3	1
CCNC(=O)c1cc2c(c(-c3cccc(-c4cccc(C(=O)N(C)C)c4)c3)n1)[C@@H](CCO)N(S(=O)C(C)(C)C)C2 (stereo partly specified)
 : 10	0.0	-1	0	-4	-5	-6	-68	-40	6
COC(Cc1ccccc1N1CCCC1=O)OC
 : -5	0.0	-5	2	0	-2	-8	3	1	4
Cc1ccn2cc(CCNS(=O)(=O)c3ccc4c(c3)OCCO4)nc2c1
 : -2	-0.2	-1	-5	1	2	1	0	0	-4
CCCCOCCCNC(=O)C[C@@H]1C[C@@]2(C(=O)OCC)CCC=C2N(Cc2ccco2)C1=O
 : -4	0.5	5	-5	-4	-6	0	-7	-5	-1
O=C(CN1C(=O)C2CC=CCC2C1=O)Nc1nc2ccccc2[nH]1 (stereo unspecified)
 : 14	-0.5	0	-2	-2	-1	-10	-7	-10	-7
O=C(CCN1C(=O)c2ccccc2C1=O)N1CCCCCC1
 : 10	0.8	-4	0	4	0	0	1	-2	4

# (next part)
# Values run as follows: ASAP1 inh	proKLK7 act	DDE Tn7 FP inh	DDE Tn6 FP inh	UHRF1 MBD2 ctr	MBD2 inh	ADAM17 inh	PLC-beta3 inh	PLCg1 inh	ARFGAP1 inh
COc1cc(C)c(NC(=O)Cc2ccsc2)cc1OC
 : 1	0.6	-1	3	0	6	-3	0	0	-6
Cc1ccc(N=Nc2ccc(O)c(/C=N\NC(=O)c3ccc(N)cc3)c2)cc1C
 : -10	0.3	11	-3	0	0	-4	-1	-5	-6
CCN(CC)S(=O)(=O)c1ccc(C(=O)NC(=S)N(CCO)Cc2ccccc2)cc1
 : 4	0.2	2	-4	-2	6	-3	-6	1	8
O=C(C1CCN(S(=O)(=O)c2ccc(-n3cnnn3)cc2)CC1)N1CCN(c2ccccc2)CC1
 : 6	0.0	-9	4	4	1	1	3	6	18
CCN(c1ccccc1)S(=O)(=O)c1ccc(Cl)c(C(=O)NCc2ccco2)c1
 : 1	0.0	7	-1	-1	-10	-1	-3	1	1
O=C(OCC(=O)N1CCc2ccccc21)c1cncc(Br)c1
 : -11	0.0	1	2	-3	2	-3	-4	2	6
CCn1nc(C)c(NC(=O)CC23CC4CC(CC(C4)C2)C3)c1C
 : -6	-0.4	-6	4	4	-2	1	7	1	5
CCn1c(=NC(=O)c2ccco2)sc2cccc(F)c21
 : -3	0.7	-7	2	-1	-3	-17	-141	-111	0
O=C(CSc1nc(O)c(Cc2ccccc2F)c(=O)[nH]1)N1CCCCCC1
 : 1	0.0	5	7	3	3	-5	1	4	1
CC(Oc1ccccc1)C(=O)N1CCC2(CC1)Oc1ccc(F)cc1C(=O)C21CC(c2cccnc2)=NO1 (stereo unspecified)
 : 26*	0.1	-9	-8	1	-6	1	-4	0	15
O=C(NCc1cccs1)C1CC(=O)N(c2ccc(F)cc2)C1 (stereo unspecified)
 : 6	-0.2	1	3	1	1	-2	0	-2	2
